# High-throughput results as filed in PubChem BioAssay.
# MT1-MMP act inh = blocks activation of human MT1-MMP; HT1080 RFP-PRO-GFP cells, GFP/RFP ratio fluorescence, overnight; percent of plate control window, DMSO zero; 0.061% of 360,000 active; P50281; GFP/RFP ratio change, % at 20 µM;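 active = GFP/RFP ratio change of at least 30% with cell ATP level not reduced by more than half and red fluorescence within 50% of control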; also: strong numbers were not always called active
#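 Read-out: GFP/RFP fluorescence ratio; Test system: RFP-PRO-GFP reporter HT1080 cells; Compound dosing: single-point 20 µM compound, 1% DMSO; Times: overnight compound exposure at 37 °C.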
# bovine MsrA act = activates bovine MsrA enzyme | purified bovine MsrA, absorbance read-out | activation, % at 10.6 µM | 0.3% of 360,000 active | AID 602163; in the data active = activation above about 7.5%;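 also: 0% = vehicle and 100% = reference activator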
# MsrA inhibitor = inhibits bovine methionine sulfoxide reductase A | purified bovine MsrA, absorbance read-out | 0.75% of 360,000 active | AID 651718 | inhibition, % at 15.5 µM; in the data active = inhibition above about 4.5%;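 also: 0% = vehicle wells with enzyme and 100% = reference inhibitor wells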
# E coli Lon inh = inhibitors of E. coli Lon protease; purified E. coli Lon protease, fluorescence polarization; inhibition, % at 7.94 µM; 0.42% of 360,000 active; AID 602123; in the data active = inhibition above about 13%, passing the limit was not always enough;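 also: 0% = enzyme with probe and DMSO and 100% = no enzyme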
# FAS-TE inh = inhibitors of human fatty acid synthase thioesterase domain; P49327; recombinant FAS-TE, OMFH fluorogenic substrate, fluorescence endpoint; inhibition, % at 15 µM; 0.67% of 360,000 active;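 active = compounds whose normalised, plate-corrected inhibition of enzyme fluorescence in the single-dose primary screen is 50% or more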;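 also: 0% = DMSO with enzyme and 100% = substrate without enzyme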
# Rin1 Abl inh = blocks binding of human Rin1 to Abl; TR-FRET Rin1/Abl binding, biochemical; inhibition, % at 7.35 µM; 0.4% of 360,000 active; in the data active = inhibition above about 5%, passing the limit was not always enough
# SKN-1 inh = inhibitors of C. elegans SKN-1. C. elegans VP596 Pgst-4::GFP/RFP ratio, acrylamide-induced, 24 h. inhibition, % at 21.8 µM. 0.49% of 360,000 active. AID 624304;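 active = interference check ratio from 0.5 to 1.5 plus GFP to RFP signal ratio inhibition reaching or exceeding a fixed threshold, cut at about 30% in these data, passing the limit was not always enough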; also: some compounds called inactive have numbers as strong as hits
# NRP1-CendR mod = NRP-1/CendR interaction modulation; O14786; FAM-RPARPAR peptide binding to NRP-1, fluorescence polarization; inhibition, % at 25 µM; 0.85% of 360,000 active; AID 602438;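 active = inhibition or corrected inhibition above about 18%, plus a signal ratio from 0.5 to 1.5, limit read from the data, passing the limit was not always enough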; also: strong numbers were not always called active
# Neddyl block = blocks human cullin neddylation; TR-FRET cullin neddylation, biochemical; calls only at 25 µM; 0.58% of 360,000 active; in the data active = inhibition above about 36%
# Target sequence (P61081 whole entry, looked up): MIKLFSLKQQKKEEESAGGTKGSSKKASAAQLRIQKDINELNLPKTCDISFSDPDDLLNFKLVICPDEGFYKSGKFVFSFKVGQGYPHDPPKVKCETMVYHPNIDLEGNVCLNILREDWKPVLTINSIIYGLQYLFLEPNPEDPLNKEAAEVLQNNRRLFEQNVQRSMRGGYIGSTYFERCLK
# Target sequence (Q13564 whole entry, looked up): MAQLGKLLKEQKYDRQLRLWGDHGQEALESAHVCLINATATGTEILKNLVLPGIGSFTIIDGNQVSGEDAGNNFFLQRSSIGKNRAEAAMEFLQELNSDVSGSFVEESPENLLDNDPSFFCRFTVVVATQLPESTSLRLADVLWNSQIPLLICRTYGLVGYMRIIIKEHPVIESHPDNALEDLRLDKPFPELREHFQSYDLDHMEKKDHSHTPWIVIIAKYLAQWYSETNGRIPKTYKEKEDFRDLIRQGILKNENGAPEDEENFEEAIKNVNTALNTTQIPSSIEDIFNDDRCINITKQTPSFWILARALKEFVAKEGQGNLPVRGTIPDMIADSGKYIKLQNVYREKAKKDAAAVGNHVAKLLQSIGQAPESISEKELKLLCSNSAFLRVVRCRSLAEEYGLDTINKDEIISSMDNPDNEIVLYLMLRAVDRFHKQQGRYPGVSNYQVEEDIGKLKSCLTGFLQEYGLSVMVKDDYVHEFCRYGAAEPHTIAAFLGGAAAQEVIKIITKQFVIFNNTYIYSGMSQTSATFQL
# * marks the source's active call; other numbers are inactive results; i = inactive; / = no result given; + = active, no number. These rows are one share of the data; rates above refer to the full screens.
SMILES,MT1-MMP act inh,bovine MsrA act,MsrA inhibitor,E coli Lon inh,FAS-TE inh,Rin1 Abl inh,SKN-1 inh,NRP1-CendR mod,Neddyl block
CP(=O)(Nc1ccccc1)C(Cl)(Cl)Cl (stereo unspecified),7,-4,1.3,-3,-1,-5,-2,-12,i
COc1ccc(-n2nnnc2C(CCc2ccccc2)N2CCC3(CC2)C(=O)NCN3c2ccccc2)cc1 (stereo unspecified),-8,-4,0.2,-3,41,0,18,8,i
Cc1ccc(S(=O)(=O)N2Cc3cnnn3-c3ccccc3C2C#N)cc1 (stereo unspecified),4,-7,-1.6,1,-7,5,5,-3,i
C(#CCN1CCCCC1)COCc1ccccc1,3,-2,-0.5,2,-4,6,1,-6,i
Cc1cccc(OP(=O)(Nc2cccnc2)Oc2cccc(C)c2)c1,0,0,-0.4,0,6,0,9,0,i
CC(=O)C1C2c3ccccc3O[C@@]1(C)N=c1s/c(=C/c3ccoc3)c(=O)n12 (stereo partly specified),-57,-8,3.1,-27,-7,-6,12,-11,i
CCC(=NCC1CCCO1)c1c(O)n(-c2ccccc2C)c(=O)[nH]c1=O (stereo unspecified),6,-1,1.1,-9,-2,1,-4,0,i
CCCN1CCC[C@@H]2Cc3[nH]ncc3C[C@H]21,2,2,-0.8,-2,-5,3,-6,-1,i
Cc1csc(=N)n1Cc1ccccc1,1,-6,-0.4,-9,-15,-2,-3,-6,i
Cc1ccc2c(c1)C1CN(C)CCC1N2C(=O)Cc1cccs1 (stereo unspecified),-4,-12,0.2,-4,-2,3,-5,-2,i
Cc1ccc2c(c1)C1CN(C)CCC1N2C(=O)c1cn(-c2ccccc2)nc1-c1ccccc1 (stereo unspecified),-13,2,0.3,-4,17,4,2,0,i
CN1Cc2ccccc2-n2nncc2C1,2,-4,-0.7,-5,-9,-2,1,7,i

# 2 entries from above, with tabs.
Compound	MT1-MMP act inh	bovine MsrA act	MsrA inhibitor	E coli Lon inh	FAS-TE inh	Rin1 Abl inh	SKN-1 inh	NRP1-CendR mod	Neddyl block
CCC(=NCC1CCCO1)c1c(O)n(-c2ccccc2C)c(=O)[nH]c1=O (stereo unspecified)	6	-1	1.1	-9	-2	1	-4	0	i
CP(=O)(Nc1ccccc1)C(Cl)(Cl)Cl (stereo unspecified)	7	-4	1.3	-3	-1	-5	-2	-12	i

# Next records
SMILES,MT1-MMP act inh,bovine MsrA act,MsrA inhibitor,E coli Lon inh,FAS-TE inh,Rin1 Abl inh,SKN-1 inh,NRP1-CendR mod,Neddyl block
N#CCP(=S)(c1ccccc1)c1ccccc1,3,-4,-0.1,-18,2,0,9,2,i
CN1CCC(N(C)c2ncnc3ccc(Br)cc23)CC1,-2,-6,2.4,-9,-1,-1,-2,15,i
COc1cccc(CCNCc2ccc(SC)cc2)c1,2,0,0.0,-12,-6,0,4,-15,i
COc1cccc(NP(=O)(Oc2ccccc2)Oc2ccccc2)c1,-7,-4,-0.7,15,10,-2,-1,1,i
C[n+]1c2ccccc2nc2ccc(NCCO)cc21,55*,59*,-0.5,45,-6,-15,87,14,i
O=C(CN1CCCCC1)c1ccccc1Cl,-4,-1,-1.0,-2,-6,-1,0,5,i
CC12CCC(=O)C=C1CCC1C2C(O)CC2(C)C(O)CCC12 (stereo unspecified),1,-2,0.4,-8,-7,-3,6,16,i
CCc1cccc(CC)c1N(COC)C(=O)CCl,2,-6,3.4,7,-11,-2,-7,3,i
O=[N+]([O-])c1cccnc1N1CCCNCC1,0,0,-0.1,3,-2,-2,3,-24,i
CN1CCN(C(=O)Cc2nc3ccccc3[nH]2)CC1,0,-2,1.6,-5,-9,0,12,7,i
CC(C)NP(=O)(NC(C)C)OP(=O)(NC(C)C)NC(C)C,-2,-2,0.7,-5,-3,1,-10,0,i
O=C(O)COc1ccccc1/C=C1\C(=O)NC(=O)N(CCC2=CCCCC2)C1=O,1,-5,0.9,-19,-3,-2,-3,-32,i
CCCCC(CC)COCCCN=Cc1c(O)[nH]c(=S)[nH]c1=O (stereo unspecified),-3,-1,1.3,-18,4,-2,35,-19,i
O=C(CCNS(=O)(=O)c1ccccc1)Nc1ccc(Cl)cc1C(=O)c1ccccc1,4,-2,-0.9,-2,10,-1,-9,16,i
Cc1sc2ncn(CC(=O)N3CCC4(CC3)OCCO4)c(=O)c2c1C,3,1,0.5,-10,6,-3,-2,4,i
O=C(NC12CC3CC(CC(C3)C1)C2)OC1CN2CCC1CC2 (stereo unspecified),-6,-3,0.4,-8,-4,3,-1,-4,i
CN1C(=O)N(C)C(=O)C(CCc2ccncc2)(CCc2ccncc2)C1=O,1,-3,2.0,-7,-6,-1,-11,2,i
CCCCCCn1c(=O)c(C(=O)Nc2cccc(C)n2)c(O)c2ccccc21,-1,-3,/,2,10,0,6,12,i
Cc1ccc2nc(-c3ccncc3)cc(C(=O)N3CCC4(CC3)OCCO4)c2c1,-2,-10,1.8,3,-10,-5,-11,3,i
O=C(c1cc2cc(F)ccc2[nH]1)N1CCC2(CC1)OCCO2,-2,-4,0.2,-8,-4,-2,9,-4,i
O=C(O)CCn1cc(C=C2C(=O)NC(=S)NC2=O)c(-c2ccccc2)n1,2,-1,3.5,0,-3,0,-2,-16,i
C[C@]12CC[C@@H](O)C[C@@H]1CC[C@@H]1[C@@H]2CC[C@]2(C)C(=O)[C@H](O)C[C@@H]12,0,19*,/,0,-5,1,9,-6,i
CC12CCC3C(CCC4CC(=O)OCC43C)C1CCC2O (stereo unspecified),-2,-1,0.6,2,-2,2,6,-2,i
COC12C(COC(N)=O)C3=C(C(=O)C(C)=C(N)C3=O)N1CC1C2N1C (stereo unspecified),-4,1,1.5,-5,-3,-15,6,2,i
CC(C)(C)c1ccc(CN2C(=O)CN=C(c3ccccc3)c3ccccc32)cc1,-10,-4,-0.7,-6,24,3,1,-2,i
O=C1NCN(c2ccccc2)C12CCN(C(c1ccnc3ccccc13)c1nnnn1C1CCCC1)CC2 (stereo unspecified),-1,0,0.9,-7,-2,4,12,0,i
COc1ccc(C(C)=O)cc1CC(C(=O)c1ccc(Br)cc1)N(C)C (stereo unspecified),/,-13,0.8,-9,-2,-2,-3,-12,i
COC(=O)C1=C(c2ccc(Cl)c(C(F)(F)F)c2)C[C@@H]2CC[C@H]1N2C(=O)NCC1CC1,-6,4,-0.8,8,19,1,-14,6,i
COc1cc(C(c2c(O)c3ccccc3oc2=O)c2c(C)n(C)n(-c3ccccc3)c2=O)ccc1O (stereo unspecified),0,-3,0.9,-1,-6,-1,20,13,i
C[C@@H]1CN([C@H](C)CO)C(=O)CCCn2nncc2CO[C@H]1CN(C)C(=O)Oc1cccc2ccccc12,2,-1,-0.4,-10,-10,-4,2,6,i
CCOc1ccc2oc(C(=O)NN3C(C)CCCC3C)c(C)c2c1 (stereo unspecified),-5,-5,-0.8,4,1,2,1,1,i
CCOC(=O)c1c(N)n(Cc2ccco2)c2nc3ccccc3nc12,-94,-5,1.6,5,-14,-1,-4,-38,/
CCn1c(=O)cc(SCC(=O)N2CCC3(CC2)OCCO3)c2ccccc21,12,-12,3.1,-5,3,-181,-22,-5,i
O=C1NC(=O)C(CCc2ccncc2)(CCc2ccncc2)C(=O)N1Cc1ccccc1,-6,-5,-0.7,4,-4,0,4,-3,i
O=C(c1cc(C(=O)NCc2ccccc2)c(=O)n(Cc2ccccc2)c1)c1cc(Br)ccc1O,-13,-12,0.1,-9,32,-4,-14,-18,i
Cc1ccc(CN2C(=O)CN=C(c3ccccc3)c3ccccc32)cc1,-1,0,0.3,-3,13,1,17,-11,i

# Gathered by group: those above with a Cl atom.
SMILES,MT1-MMP act inh,bovine MsrA act,MsrA inhibitor,E coli Lon inh,FAS-TE inh,Rin1 Abl inh,SKN-1 inh,NRP1-CendR mod,Neddyl block
CP(=O)(Nc1ccccc1)C(Cl)(Cl)Cl (stereo unspecified),7,-4,1.3,-3,-1,-5,-2,-12,i
O=C(CN1CCCCC1)c1ccccc1Cl,-4,-1,-1.0,-2,-6,-1,0,5,i
CCc1cccc(CC)c1N(COC)C(=O)CCl,2,-6,3.4,7,-11,-2,-7,3,i
O=C(CCNS(=O)(=O)c1ccccc1)Nc1ccc(Cl)cc1C(=O)c1ccccc1,4,-2,-0.9,-2,10,-1,-9,16,i
COC(=O)C1=C(c2ccc(Cl)c(C(F)(F)F)c2)C[C@@H]2CC[C@H]1N2C(=O)NCC1CC1,-6,4,-0.8,8,19,1,-14,6,i

# (listing goes on)
SMILES,MT1-MMP act inh,bovine MsrA act,MsrA inhibitor,E coli Lon inh,FAS-TE inh,Rin1 Abl inh,SKN-1 inh,NRP1-CendR mod,Neddyl block
Cc1cc(C=C2C(=O)NC(=O)NC2=O)c(C)n1-c1cccnc1,-1,-3,-0.4,-9,-8,0,2,-9,i
Cc1nn(C2CCOC(C)(C)C2)c2c1C(c1ccc3c(c1)OCO3)SCC(=O)N2 (stereo unspecified),5,-1,-0.2,-2,-3,2,-1,17,i
COC(=O)C1C2c3ccccc3C(c3ccccc32)C1(C)C(=O)OC (stereo unspecified),-2,-9,0.4,-2,2,6,-2,-3,i
COC(=O)C1=C(c2ccccc2OCc2ccccc2)C[C@@H]2CC[C@H]1N2C(=O)NCc1ccc(F)cc1,-6,-2,1.0,0,17,0,8,22*,i
O=C(c1ccc2c3c(cccc13)CC2)C1CCCN(Cc2ncc[nH]2)C1 (stereo unspecified),-1,-4,1.1,-4,-6,-2,2,0,+
O=C(C1CCCCC1)N1Cc2ccccc2-n2nncc2C1,2,-2,-0.1,-4,-6,-2,8,-5,i
CCN1CCN(c2ccc([N+](=O)[O-])cc2C#N)CC1,-2,-5,4.0,-4,-1,3,-2,9,i
CC(C)C(=O)N1CCN(CCN=Cc2c(O)n(C)c(=O)n(C)c2=O)CC1,-4,-2,0.8,-7,-2,-3,-3,-14,i
COc1cc(OC)c(OC)cc1CNCCc1ccc(F)cc1,-2,-4,0.1,-3,-5,1,-7,-2,i
O=c1[nH]c2ccccc2o1,4,-6,0.0,-3,-6,-1,16,1,i
OCCN1C2CCC1CC(O)(c1ccc(F)cc1)C2 (stereo unspecified),-2,-12,-0.3,1,-9,2,-25,10,i
CN1CCN(/N=C/c2c(O)n(Cc3ccc(F)cc3)c(=O)[nH]c2=O)CC1,-1,-4,0.4,-7,-5,0,-8,2,i

# Results in NRP1-CendR mod, MsrA inhibitor and bovine MsrA act, for some of the entries so far:
smiles	NRP1-CendR mod	MsrA inhibitor	bovine MsrA act
CCOc1ccc2oc(C(=O)NN3C(C)CCCC3C)c(C)c2c1 (stereo unspecified)	1	-0.8	-5
C[C@@H]1CN([C@H](C)CO)C(=O)CCCn2nncc2CO[C@H]1CN(C)C(=O)Oc1cccc2ccccc12	6	-0.4	-1
O=c1[nH]c2ccccc2o1	1	0.0	-6
CCN1CCN(c2ccc([N+](=O)[O-])cc2C#N)CC1	9	4.0	-5

# The listing continues:
SMILES,MT1-MMP act inh,bovine MsrA act,MsrA inhibitor,E coli Lon inh,FAS-TE inh,Rin1 Abl inh,SKN-1 inh,NRP1-CendR mod,Neddyl block
CC(C)(C)C(=O)N1Cc2cc(N3CCOCC3)ccc2-n2nncc2C1,5,-5,1.4,5,-8,3,7,16,i
Cc1cc(N=Nc2ccccc2C)ccc1N,-19,/,1.1,/,16,/,18,22,i
O=C(O)CCn1cc(C=C2C(=O)NC(=O)NC2=O)c(-c2cc3ccccc3oc2=O)n1,-4,-1,1.9,-11,-5,3,19,-24,i
CN1CCN(c2cc(N3CCNCC3)ccc2[N+](=O)[O-])CC1,2,-2,1.3,-5,-7,-3,0,10,i
CCCc1nnc(NC(=O)CCC(=O)N2CCN(CCOC(c3ccccc3)c3ccccc3)CC2)s1,-8,-1,-1.5,-3,-10,0,-7,10,i
O=C(Cc1ccccc1)OCn1nnc2ccccc2c1=O,4,-3,-0.7,-6,6,2,1,8,i
CCOc1ccc(Cl)cc1CNCCc1ccc(F)cc1,-8,-3,1.3,4,-3,1,4,5,i
CCOC(=O)C1(CCc2ccccc2)CCN(C(C)CSC)CC1 (stereo unspecified),1,-1,0.8,-8,-2,-1,-14,4,i
